# Screens (PubChem BioAssay)
# LAP4 TOR yeast: alters LAP4-GFP fluorescence in TOR pathway yeast screen | S. cerevisiae LAP4-GFP multiplex, flow cytometry GFP, 3 h; median GFP as percent of DMSO wells | GFP response vs DMSO, % at 10 µM | 320,000 tested, 0.34% active | AID 2023;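 active = GFP response vs DMSO above a set limit, about the screen mean plus 3 SD, cut at about 150% in these data; inconclusive = under 70 cell events counted for the yeast strain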
# AHR activator: human AHR activation. activation, % at 5 µM. AHR-responsive luciferase reporter cells, luminescence. 320,000 tested, 2.5% active. AID 2796; in the data active = activation above about 47%;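 also: 0% = vehicle wells and 100% = reference agonist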
# Target sequence (P35869 whole entry, looked up): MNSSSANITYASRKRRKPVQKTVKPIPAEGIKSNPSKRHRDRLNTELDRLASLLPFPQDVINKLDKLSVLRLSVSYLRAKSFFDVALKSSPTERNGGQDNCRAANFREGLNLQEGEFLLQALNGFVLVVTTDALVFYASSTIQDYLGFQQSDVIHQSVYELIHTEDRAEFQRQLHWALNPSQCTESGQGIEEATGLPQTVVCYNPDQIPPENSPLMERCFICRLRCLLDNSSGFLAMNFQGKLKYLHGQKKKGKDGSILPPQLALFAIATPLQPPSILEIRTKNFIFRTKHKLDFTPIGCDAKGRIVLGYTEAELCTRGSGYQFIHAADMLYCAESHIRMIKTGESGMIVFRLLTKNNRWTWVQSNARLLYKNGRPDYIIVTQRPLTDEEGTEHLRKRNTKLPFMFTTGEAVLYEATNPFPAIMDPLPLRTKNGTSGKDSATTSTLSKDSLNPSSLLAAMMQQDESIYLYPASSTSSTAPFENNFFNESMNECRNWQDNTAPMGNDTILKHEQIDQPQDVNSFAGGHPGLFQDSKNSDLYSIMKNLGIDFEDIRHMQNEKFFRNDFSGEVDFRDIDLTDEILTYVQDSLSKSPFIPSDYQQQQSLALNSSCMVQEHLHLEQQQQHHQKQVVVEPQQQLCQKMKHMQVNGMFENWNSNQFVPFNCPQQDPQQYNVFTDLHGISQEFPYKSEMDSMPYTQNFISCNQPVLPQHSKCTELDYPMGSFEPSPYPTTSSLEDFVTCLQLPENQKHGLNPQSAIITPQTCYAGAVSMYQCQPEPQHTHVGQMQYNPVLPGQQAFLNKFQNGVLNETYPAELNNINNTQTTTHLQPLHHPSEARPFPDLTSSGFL
# EBNA-1 inhibitor: blocks EBNA-1 binding to DNA | EBNA-1 DNA binding, fluorescence polarization | inhibition, % at 14.8 µM | 300,000 tested, 0.34% active; in the data active = inhibition above about 28%
# procasp3 activ: activates human procaspase-3 | activation, % at 8.5 µM | P42574 | 330,000 tested, 0.11% active | recombinant procaspase-3 D3A, Ac-DEVD-pNA absorbance 405 nm;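 active = activation above the mean of all tested compounds plus 3 SD, cut at about 21% in these data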;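 also: 0% = DMSO alone and 100% = DMSO wells spiked with extra 5 µM PC-3 D3A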
# Target sequence (P42574 whole entry D9A/D28A/D175A): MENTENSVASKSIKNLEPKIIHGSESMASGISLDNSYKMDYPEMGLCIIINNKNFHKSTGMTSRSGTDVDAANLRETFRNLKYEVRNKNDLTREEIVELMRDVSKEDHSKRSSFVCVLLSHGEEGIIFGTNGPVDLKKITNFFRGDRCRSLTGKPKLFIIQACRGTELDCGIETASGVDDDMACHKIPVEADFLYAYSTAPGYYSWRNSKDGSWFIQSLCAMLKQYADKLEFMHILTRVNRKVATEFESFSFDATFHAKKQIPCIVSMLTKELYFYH
#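 Assay system – Procaspase-3 D3A mutant, all three cleavage aspartates alanine · Controls – DMSO-only low control, 5 µM PC-3 D3A high control · Schedule – 1 h compound preincubation, 2 h substrate hydrolysis at 25 °C · Signal – 405 nm absorbance of p-nitroaniline, reads at 0 and 120 min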
# ZTA DNA inh: counter-screen for EBNA-1 inhibitors: inhibitors of Epstein-Barr virus ZTA; P03206; ZTA-DNA binding, fluorescence polarization; inhibition, % at 11 µM; 320,000 tested, 0.15% active; AID 2234; in the data active = inhibition above about 33%
# procasp7 counter: counter-screen: procaspase-7 (human) activation; P55210; recombinant procaspase-7, Ac-DEVD-pNA absorbance 405 nm; D23A/D198A/D206A triple mutant, cannot self-cleave; scale: DMSO 0, 5 µM enzyme 100; activation, % at 8.5 µM; 330,000 tested, 0.093% active; AID 463210;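 active = percent activation above the screen-wide mean plus 3 SD, cut at about 25% in these data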
#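 Assay system – Uncleavable procaspase-7 mutant enzyme · Quantity – 2 µM procaspase-7 mutant as dispensed · Times – 1 h preincubation, 2 h reaction · Dosing – single nominal 8.5 µM compound dose, 0.8% DMSO final · Buffer or medium – Zinc-free 50 mM HEPES buffer, pH 7.4, with NaCl and Triton X-100 · Detection – Epi-absorbance of released pNA at 405 nm, two timepoints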
# RPL19A-GFP yeast: yeast TOR pathway RPL19A-GFP modulation. percent response vs DMSO, % at 10 µM. AID 2025. 330,000 tested, 0.3% active. S. cerevisiae RPL19A-GFP strain, flow cytometry, 3 h; stronger effect = lower value;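 active = percent response vs DMSO below 50%; inconclusive = fewer than 70 events counted for the yeast strain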;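 also: median channel GFP fluorescence of the barcoded RPL19A-GFP strain; ratio of sample median GFP to plate DMSO average so 100% = DMSO; lower means less RPL19A-GFP as with rapamycin TOR inhibition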
# MEP2-GFP yeast: yeast TOR pathway MEP2-GFP modulation | S. cerevisiae MEP2-GFP strain, flow cytometry GFP, 3 h; 100% = DMSO control level | GFP response vs DMSO, % at 10 µM | 330,000 tested, 0.51% active | AID 2016;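 active = GFP response versus DMSO above a set limit, roughly screen mean plus 3 SD, cut at about 180% in these data; inconclusive = fewer than 70 cells counted for a yeast strain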;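 also: median GFP fluorescence of the barcode-gated MEP2-GFP cells per well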
# * hit, by the source's call; u = inconclusive; x = not tested or not shown; [ ] = remark or other dose. Random draw from the library (roughly 3.8% active in at least one column).
SMILES,LAP4 TOR yeast,AHR activator,EBNA-1 inhibitor,procasp3 activ,ZTA DNA inh,procasp7 counter,RPL19A-GFP yeast,MEP2-GFP yeast
CCN(CC)CCOCCOc1ccc(Cl)c2ccccc12,102,9,-10,2,7,1,110,108
CCOC(=O)c1[nH]cnc1C(=O)Nc1ccc(C)cc1,114,6,2,-2,-12,-4,101,96
CC(C)CCNC(=O)C(c1ccco1)N(Cc1ccc(F)cc1)C(=O)c1snc(C(N)=O)c1N (stereo unspecified),100,-2,3,-4,-10,0,103,106
O=C(NCc1ccccc1)C(c1cccs1)N(Cc1cccs1)C(=O)c1cnccn1 (stereo unspecified),103,0,9,-5,-5,-4,99,101
O=C(CN(Cc1ccccc1)C(=O)CCC(=O)Nc1nccs1)NCc1ccco1,90,10,-11,-8,1,-4,97,96
Cc1ncc(CO)c2c1Oc1nc(-c3ccccc3)nc(SCC(=O)N3CCOCC3)c1C2,100,10,-4,-4,-4,-2,96,100
O=C(O)CCSCCC(=O)O,102,0,7,-2,3,1,97,103
CCN(CC(=O)Nc1cccc(S(=O)(=O)N2CCCC2)c1)CC(=O)Nc1ccccc1OC,96,2,-1,-1,-15,-4,106,111
COc1ccc(CSc2nnc(-c3ccncc3)n2C)cc1F,98,3,7,-1,-1,-7,106,103
FC(F)(F)c1cccc(CNc2ncccc2-c2nc3cc(Cl)ccc3o2)c1,107,6,2,-4,3,-1,95,96
COc1ccccc1NS(=O)(=O)c1cc(C(=O)NCc2ccncc2)ccc1C,110,1,-8,3,0,10,97,107
COc1ccc(C(=O)NCCN=C2NS(=O)(=O)c3ccccc32)cc1,99,2,8,-1,6,-7,105,102
CCCCNC(=S)NNC(=O)c1csc(C)c1C,85,0,-8,-13,-16,-7,100,98
Cc1ccc(C(=O)NC(=S)Nc2cccc(-c3nc4ccccc4s3)c2)cc1,100,14,-17,-2,0,0,103,97
Cc1ccc(C)c(/C=C2\CCn3c2nc2cc(C(=O)O)ccc2c3=O)c1,102,-1,4,4,14,6,94,102
Cc1ccc(-c2nn(-c3cccc(F)c3)cc2CN2CCN(c3ccccn3)CC2)o1,109,3,17,-3,11,7,96,106
CCOC(=O)C1CCCN(c2cc(=O)n(C3CCCCC3)c(=O)[nH]2)C1 (stereo unspecified),94,5,-8,5,-2,-1,105,98
Cc1ccc(S(=O)(=O)N[C@H](C(=O)OCC(=O)NC(=O)NCc2ccco2)C(C)C)cc1,92,0,x,8,x,3,98,96
COc1cc(C)ccc1OCC(=O)Nc1nnc(C2CC2)s1,91,5,x,-5,x,3,92,90
CCOc1ccc(OCC(=O)OC(C)C(=O)NC2CCCCC2C)cc1 (stereo unspecified),98,1,x,8,-3,3,95,97
Cc1ccc2c(c1)nc(NCCCO)n2C,101,14,-15,-4,-11,4,101,107
Cc1ccc(NCc2nnc(SCC(=O)N3CCc4ccccc43)n2C)cc1,108,5,-12,5,-15,-23,101,110
CN1CCN(CCCN(Cc2cccs2)C(=S)Nc2ccc(Cl)cc2)CC1,104,-1,3,6,-5,7,99,107
COc1ccc(CN2CC(C(=O)NCc3cccc(OC)c3)CC2=O)cc1 (stereo unspecified),97,0,3,-2,-21,4,100,99
O=C(C1=C(O)C(=O)N(CCN2CCOCC2)C1c1ccc([N+](=O)[O-])cc1)c1cccs1 (stereo unspecified),93,3,-4,-8,-3,-8,105,103
O=C(O)CSc1c2c(nc3cc(C(=O)N4CCOCC4)ccc13)CCCC2,104,-1,-2,2,0,-3,99,97
Cc1ccc(-n2c(SCC(=O)N/N=C/c3ccccc3C(=O)O)nnc2-c2ccccc2)cc1,92,4,-11,4,-4,7,96,96
S=C(Nc1ccccc1)N1CCn2cccc2C1c1cccnc1 (stereo unspecified),95,5,1,-5,-14,0,103,104
CCCc1nnc(NC(=O)CCC(=O)N2CCN(Cc3ccc(Cl)cc3)CC2)s1,105,-2,-1,2,18,-10,103,107
C=CCn1c(SCC(=O)Nc2cccc(S(=O)(=O)N(C)c3ccccc3)c2)nnc1C1CC1,93,1,3,7,6,5,95,100
Cn1nc(C(C)(C)C)c([N+](=O)[O-])c1C(N)=O,106,-1,3,-8,8,0,94,93
Cc1cccc(NC(=O)C2(c3ccccc3)CC2(Cl)Cl)c1 (stereo unspecified),87,1,-17,2,-15,1,96,94
CCCn1c(Oc2ccccc2)nc2c1c(=O)n(C)c(=O)n2C,95,2,0,-2,-5,10,99,96
O=C(CSc1cccc2cccnc12)N/N=C/c1cccnc1,131,150*,-13,-10,-18,2,105,101
CN1CCN(Cc2c(O)ccc3c(-c4ccccc4)cc(=O)oc23)CC1,104,0,-3,6,-6,-20,100,107
Cc1ccc(C)c(N2CCN(S(=O)(=O)c3ccc4c(c3)NC(=O)CO4)CC2)c1,86,3,10,2,9,4,101,104
CSc1nc2nccc(-c3ccc4c(c3)OCO4)n2n1,93,15,-1,4,6,3,94,97
C/C(=N/NC(=O)CSc1ccccn1)c1ccc([N+](=O)[O-])cc1,98,27,3,-3,3,2,102,103
CN1CCN(CCNC(=O)c2ccc3nc(-c4ccc(F)cc4)c(-c4ccc(F)cc4)nc3c2)CC1,93,1,-11,-1,-6,8,100,112
COc1cc(S(=O)(=O)Nc2ccc(C)cc2)ccc1NC(=O)c1ccncc1,130,0,9,7,-2,11,88,110
O=C(O)CC(NC(=O)C(c1ccccc1)c1ccccc1)c1ccco1 (stereo unspecified),106,-3,2,11,7,6,107,101
O=C(Nc1ccc(N2CCN(C(=O)c3ccco3)CC2)cc1)c1cccs1,98,-1,4,-3,11,1,98,92
Fc1ccc(CCNC(=S)Nc2ccc(F)cc2)cc1,88[may fluoresce red],0,-3,-1,-5,6,u,89[may fluoresce red]
COc1ccc(-c2noc(C(=O)NCc3ccc(F)cc3)n2)cc1OC,105,15,9,-4,-6,12,106,115
O=C(N/N=C\c1cc(Br)cs1)c1ccncc1,94,5,-6,5,6,16,94,86
CN1CCCc2cc(C#N)c(=O)[nH]c21,105,-1,-9,-5,-4,20,98,102
CCOc1ccc(NC(=O)COc2ccc3c(c2)OCO3)cc1,107,11,5,-2,-2,-8,95,106
CSc1ccc(/C=C(/NC(=O)c2ccccc2)C(=O)N2CCN(C)CC2)cc1,103,2,-5,7,-7,5,98,93
COc1ccccc1C(=O)CC(=O)C(=O)Nc1cccc([N+](=O)[O-])c1C,86,10,-5,-1,4,-5,104,92
CCOc1ccc(OCC)c(Nc2cc(C)nc3nc(C)nn23)c1,95,17,3,-1,16,1,97,99

# Following part.
SMILES,LAP4 TOR yeast,AHR activator,EBNA-1 inhibitor,procasp3 activ,ZTA DNA inh,procasp7 counter,RPL19A-GFP yeast,MEP2-GFP yeast
CN(c1ccccc1)c1ccc(/C=C(\C#N)c2nnc3n2CCCCC3)cc1[N+](=O)[O-],77,8,-1,-6,2,0,100,94
CCc1cccc(NC2c3ccccc3C(=O)N2c2ccc(C)cn2)c1 (stereo unspecified),98,10,7,1,3,-8,104,94
O=C(N/N=C/c1cc([N+](=O)[O-])ccc1N1CCNCC1)c1ccc([N+](=O)[O-])cc1,102,-1,0,-1,7,2,94,93
c1ccc(OCc2cc(-c3ccccc3)no2)cc1,100,-2,9,-5,12,17,93,96
CC(C)/C=N/Nc1nc(-c2ccc(Br)cc2)cs1,106,141*,6,5,4,7,104,99
CC(CCc1ccccc1)NS(=O)(=O)c1ccc(Cl)c(C(=O)O)c1 (stereo unspecified),85,-1,-2,-6,17,11,102,104
COc1cccc(-c2cc(C(=O)Nc3ccncc3)c3ccccc3n2)c1,64,23,10,-3,-5,-8,107,98
COc1ccc(C(N)=S)cc1,103,-3,1,-7,2,3,106,113
C=CCc1cccc(Cl)c1OCCON1C(=O)CCC1=O,102,0,6,-4,2,9,100,101
c1ccc2c(c1)nc(NCC1CCCO1)c1nnnn12 (stereo unspecified),97,37,-3,11,6,7,98,116

# Reprinted at random: six entries already listed.
SMILES,LAP4 TOR yeast,AHR activator,EBNA-1 inhibitor,procasp3 activ,ZTA DNA inh,procasp7 counter,RPL19A-GFP yeast,MEP2-GFP yeast
CCOC(=O)c1[nH]cnc1C(=O)Nc1ccc(C)cc1,114,6,2,-2,-12,-4,101,96
Cc1ccc(C)c(N2CCN(S(=O)(=O)c3ccc4c(c3)NC(=O)CO4)CC2)c1,86,3,10,2,9,4,101,104
COc1ccc(CSc2nnc(-c3ccncc3)n2C)cc1F,98,3,7,-1,-1,-7,106,103
CCOC(=O)C1CCCN(c2cc(=O)n(C3CCCCC3)c(=O)[nH]2)C1 (stereo unspecified),94,5,-8,5,-2,-1,105,98
C/C(=N/NC(=O)CSc1ccccn1)c1ccc([N+](=O)[O-])cc1,98,27,3,-3,3,2,102,103
O=C(C1=C(O)C(=O)N(CCN2CCOCC2)C1c1ccc([N+](=O)[O-])cc1)c1cccs1 (stereo unspecified),93,3,-4,-8,-3,-8,105,103

# (list continues)
SMILES,LAP4 TOR yeast,AHR activator,EBNA-1 inhibitor,procasp3 activ,ZTA DNA inh,procasp7 counter,RPL19A-GFP yeast,MEP2-GFP yeast
O=C(c1c(F)cccc1F)N1CCN=C1SCc1ccccc1,98,3,2,-6,-7,7,96,102
CCOc1ccc(Nc2c3c(nc4ncnn24)CC(C)CC3)cc1 (stereo unspecified),101,3,6,-2,-18,4,102,95
CSc1ccc(CN2CCN(Cc3ccc([N+](=O)[O-])cc3)CC2)cc1,102,-2,-3,6,7,6,98,100
CCC(=O)Nc1cccc(NC(=S)NC(=O)Cc2ccccc2)c1,98,2,4,-1,4,5,95,101
COc1cc(C)cc(OC)c1OCC(=O)Nc1cc(C)on1,98,-2,x,5,9,10,93,92
N/C(Cc1ccc(Cl)c(Cl)c1)=N\OC(=O)c1cccs1,219*,-2,-2,-6,16,7,86,115
O=C(COC(=O)c1ccc[n+]([O-])c1)Nc1c(Br)cc([N+](=O)[O-])cc1Br,104,-1,-9,-4,-1,13,111,112
COC(=O)C(NC(C)=O)(Nc1nc2ccc(S(C)(=O)=O)cc2s1)C(F)(F)F (stereo unspecified),94,4,3,-5,12,4,94,96
Cn1ccnc1Sc1nc2ccccc2nc1NS(=O)(=O)c1ccccc1,95,8,-6,0,17,-5,94,93
O=C(COc1ccc(Cl)cc1)NCCNC(=O)c1cnccn1,97,3,-6,3,-3,8,106,106
CC1CCCCC1NC(=O)COC(=O)COc1ccccc1F (stereo unspecified),100,-1,x,0,x,2,103,111
Cc1cc(C)n(CC(C)(O)c2ccccc2)n1 (stereo unspecified),108,-1,7,8,7,-6,102,100
Cc1ccc(SCCC(=O)NC2CC2)cc1,92,2,5,-6,10,7,90,98
CC(=O)c1cc(-c2ccccc2)n(CC(=O)Nc2cc(C)cc(C)c2)c1C,90,0,23,-3,-2,-7,94,95
O=C(Oc1ccccc1)n1c(=S)oc2ccccc21,93,0,4,-2,-23,2,101,103
O=C(Nc1ccccn1)c1ccc(S(=O)(=O)N2CCCCC2)cc1,100,1,-6,-3,11,4,101,110
CC(C(=O)Nc1cccc(S(=O)(=O)N2CCOCC2)c1)N1CCN(C/C=C/c2ccccc2)CC1 (stereo unspecified),100,0,10,7,2,-2,100,105
O=C(Oc1cccc2c(=O)[nH]ccc12)c1ccccc1,101,8,7,7,-11,8,101,103
CCOC(=O)C1(CCCc2ccccc2)CCN(C(=O)CCn2cnnn2)CC1,90,6,-13,-4,0,1,100,100
CCCc1cc(N2CCN(c3ccccn3)CC2)n2nc(C)c(-c3ccccc3)c2n1,103,2,-4,9,0,3,101,103
